UHRF1 binding: human UHRF1 methylated DNA binding inhibitors | Q96T88 | UHRF1 binding to methylated oligo, TR-FRET | inhibition, % at 4.4 µM | actives 0.75% (n = 370,000) | AID 687016; in the data active = inhibition above about 21%;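 note: UHRF1 SRA domain binding a hemimethylated CpG hairpin DNA probe; 0% = median of test compound wells and 100% = reference inhibitor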
SIAE inh: blocks human sialic acid acetylesterase | Q9HAT2 | SIAE FP-Rh probe binding, fluorescence polarization | inhibition, % at 9.66 µM | actives 0.69% (n = 370,000) | AID 1053197;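 active = inhibition above a cutoff: mean of compounds within the control limits plus 3 SD of those, cut at about 17% in these data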;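 note: 0% = plate median of compound wells and 100% = probe without SIAE protein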
Target sequence (Q9HAT2 whole entry, looked up): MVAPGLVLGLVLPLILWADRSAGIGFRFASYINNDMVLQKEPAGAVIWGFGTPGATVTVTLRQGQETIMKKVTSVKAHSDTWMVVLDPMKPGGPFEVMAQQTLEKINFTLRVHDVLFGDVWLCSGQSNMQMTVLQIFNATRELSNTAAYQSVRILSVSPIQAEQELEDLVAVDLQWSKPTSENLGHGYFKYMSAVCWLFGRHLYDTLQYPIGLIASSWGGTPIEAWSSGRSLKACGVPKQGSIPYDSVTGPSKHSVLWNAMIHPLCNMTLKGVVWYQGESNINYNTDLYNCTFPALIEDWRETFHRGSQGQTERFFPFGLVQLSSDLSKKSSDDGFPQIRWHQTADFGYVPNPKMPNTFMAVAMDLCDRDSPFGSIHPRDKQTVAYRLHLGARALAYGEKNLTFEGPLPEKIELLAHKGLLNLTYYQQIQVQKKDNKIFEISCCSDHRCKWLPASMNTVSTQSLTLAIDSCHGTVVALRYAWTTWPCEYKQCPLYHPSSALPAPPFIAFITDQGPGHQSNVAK
mABHD4 FP: inhibits mouse alpha/beta hydrolase domain 4; purified mABHD4, FP-Rh probe fluorescence polarization; Q8VD66; actives 0.54% (n = 370,000); inhibition, % at 8.92 µM;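 active = inhibition exceeding the mean over every tested compound plus 3 SD, cut at about 30% in these data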;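 note: 0% = plate median of compound wells and 100% = S159A mutant with DMSO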
Target sequence (Q8VD66 whole entry, looked up, the tested form may be a part): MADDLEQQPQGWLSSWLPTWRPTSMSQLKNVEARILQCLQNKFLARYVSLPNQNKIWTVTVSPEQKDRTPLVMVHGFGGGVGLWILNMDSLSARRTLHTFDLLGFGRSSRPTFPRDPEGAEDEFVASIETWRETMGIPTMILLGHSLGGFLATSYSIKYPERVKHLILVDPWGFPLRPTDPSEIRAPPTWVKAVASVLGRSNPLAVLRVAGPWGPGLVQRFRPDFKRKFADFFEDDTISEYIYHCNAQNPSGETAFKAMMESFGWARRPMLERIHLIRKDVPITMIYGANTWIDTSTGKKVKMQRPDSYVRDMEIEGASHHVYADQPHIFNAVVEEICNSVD
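system = mouse ABHD4 enzyme, wild type | medium = HEPES pH 7.0, NaCl, Pluronic buffer | also added = FP-Rh probe | incubation = Enzyme–compound pre-incubation 45 min, then probe 60 min, both 25 °C | technique = fluorescence polarization, excitation 525 nm, emission 598 nm, BODIPY TMR filters | controls = S159A mutant high control, sample median low control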
NPR2 activator: GC-B (human) receptor activation. activation, % at 10 µM. actives 0.11% (n = 370,000). HEK293-GC-B cells, CNP EC30, cGMP TR-FRET; 0% at EC30 CNP, 100% saturating CNP. P20594;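 active = activation at 10 µM reaching about 35% in either raw or pattern-adjusted values, limit read from the data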
PRMT1 FP inh: inhibitors of human PRMT1. recombinant PRMT1, activity-based probe fluorescence polarization. actives 1.3% (n = 370,000). AID 652257. inhibition, % at 2.79 µM. Q99873;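 active = inhibition above about 21% made by adding two undisclosed values, limit read from the data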
GC-A act: GC-A (human) enzyme activation; P16066; HEK293 GC-A cells, cGMP TR-FRET, EC30 ANP; 0% at EC30 ANP, 100% saturating ANP; activation, % at 10 µM; actives 0.14% (n = 370,000); AID 1671463; in the data active = activation above about 40%
HTRA1 inh: inhibitors of human serine peptidase HTRA1. Q92743. recombinant HTRA1, FP-rhodamine activity-based probe, fluorescence polarization. inhibition, % at 5.96 µM. actives 0.5% (n = 340,000). AID 504803; in the data active = inhibition above about 36%;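 note: 0% = enzyme with DMSO and 100% = wells lacking enzyme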
TCR-CD3 inh: blocks the human TCR-CD3 interaction. TAMRA-labeled TCR probe fluorescence, biochemical. inhibition, % at 9.4 µM. actives 0.37% (n = 360,000); in the data active = inhibition above about 19%;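 note: recombinant mutant TCR 2C K166C tagged with TAMRA read by polarization; 0% = receptor in buffer alone and 100% = receptor with positive control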
rCAG RNA binder: molecules binding r(CAG) RNA repeats | actives 1.3% (n = 370,000) | r(CAG) RNA repeat, TO-PRO-1 dye displacement fluorescence | inhibition, % at 3 µM | AID 651821;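 active = inhibition above the plate cutoff, the mean of all test compounds on that plate plus 3 SD, cut at about 35% in these data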;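 note: 0% = DMSO alone and 100% = 100 µM mitoxantrone as full dye displacement; higher means more dye released from RNA so lower well fluorescence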
MBD2 inh: MBD2-methylated oligo binding inhibition | Q9UBB5 | TR-FRET, MBD2 binding to methylated oligonucleotide | inhibition, % at 4.4 µM | actives 0.31% (n = 370,000); in the data active = inhibition above about 13%
The depositor's hits bear a star; / = not tested or not shown. A portion of the library, so the mix of outcomes need not match the whole.

[1] COc1cccc(N2C(=O)C3ON(c4ccccc4)C(c4cccs4)C3C2=O)c1 (stereo unspecified)
[2] Clc1ccc(-n2nnnc2Sc2ncnc3sccc23)cc1
[3] O=C(O)c1ccc(CN2CCOCC2)o1
[4] N#Cc1ccc(N2C(=O)[C@@H]3C(C(=O)C(c4ccccc4)c4ccccc4)=NN[C@@H]3C2=O)cc1
[5] O=C(N[C@@H](Cc1ccccc1)C(=O)CCl)OCc1ccccc1
[6] O=C(OCCc1cc2ccccc2c(=O)o1)c1ccc2c(c1)OCO2
[7] CCCOc1ccc(F)cc1-c1cc(C(=O)Nc2ccc(OC)c(OC)c2)[nH]n1
[8] COc1ccc(C(=O)c2[nH]c(N)c(C(=O)NCCc3c[nH]c4ccccc34)c2-c2ccccc2Br)cc1
Compound,1,2,3,4,5,6,7,8
UHRF1 binding,1,0,0,-1,-1,-3,4,-3
SIAE inh,4,-6,1,-8,0,-4,3,0
mABHD4 FP,3,-1,-3,-37,0,-2,-14,10
NPR2 activator,-5,-8,3,-3,3,-1,24,-4
PRMT1 FP inh,3,7,2,-1,6,1,4,3
GC-A act,0,8,-5,1,4,-2,14,-11
HTRA1 inh,1,-11,1,-28,-6,-19,/,/
TCR-CD3 inh,-8,9,5,1,2,4,-1,-1
rCAG RNA binder,16,-1,-5,61*,1,-2,7,12
MBD2 inh,6,-2,-3,-3,-6,-3,3,0

[9] COc1ccccc1CCn1cnc(Cc2ccccc2)c1C(C)C
[10] O=C(CN1CCC(C(=O)O)CC1)Nc1ccccc1Oc1ccccc1
[11] COCCNc1c(-c2cc3ccc(C)c(C)c3[nH]c2=O)nc2ccccn12
[12] Cc1ccc(S(=O)(=O)N(C)c2ccc(C(=O)Nc3cccnc3)cc2)cc1
[13] COc1ccc(S(=O)(=O)n2[nH]c(=O)c(CCO)c2C)cc1
[14] O=C(Nc1ccccc1Cl)NC1(C(=O)N2CCCC2)CCCCC1
[15] CCOC(=O)c1ccc(N/C(=N\S(=O)(=O)c2ccc(F)cc2F)c2ccccc2)cc1
[16] CC(C)CC1Nc2ncnc(N3CCN(c4ccccc4)CC3)c2N(Cc2ccc(Br)cc2)C1=O (stereo unspecified)
Compound,9,10,11,12,13,14,15,16
UHRF1 binding,0,2,-7,-1,2,5,5,14
SIAE inh,-3,0,3,-4,6,-7,-4,-1
mABHD4 FP,6,6,4,-3,-4,0,-29,5
NPR2 activator,-1,2,9,-14,-2,11,5,4
PRMT1 FP inh,1,3,1,0,6,-1,-2,-2
GC-A act,-4,-3,-2,-3,-4,5,-5,0
HTRA1 inh,/,/,6,-10,-3,1,-30,-12
TCR-CD3 inh,-1,-6,5,2,-9,-14,2,5
rCAG RNA binder,1,-2,-3,1,-1,1,3,1
MBD2 inh,-5,2,-2,-4,-2,2,3,11

Compound profiles, as listed above. Screens in order: UHRF1 binding	SIAE inh	mABHD4 FP	NPR2 activator	PRMT1 FP inh	GC-A act	HTRA1 inh	TCR-CD3 inh	rCAG RNA binder	MBD2 inh
Profile of `COc1cccc(N2C(=O)C3ON(c4ccccc4)C(c4cccs4)C3C2=O)c1` (stereo unspecified) = 1	4	3	-5	3	0	1	-8	16	6
Profile of `COc1ccc(S(=O)(=O)n2[nH]c(=O)c(CCO)c2C)cc1` = 2	6	-4	-2	6	-4	-3	-9	-1	-2
Profile of `CCOC(=O)c1ccc(N/C(=N\S(=O)(=O)c2ccc(F)cc2F)c2ccccc2)cc1` = 5	-4	-29	5	-2	-5	-30	2	3	3
Profile of `O=C(O)c1ccc(CN2CCOCC2)o1` = 0	1	-3	3	2	-5	1	5	-5	-3
Profile of `O=C(N[C@@H](Cc1ccccc1)C(=O)CCl)OCc1ccccc1` = -1	0	0	3	6	4	-6	2	1	-6

Next compounds follow.
[17] O=C(CN1CCN(Cc2ccccc2)CC1)N1CCCc2ccccc21
[18] CN(C(=O)c1cccc(NC(=O)Cc2cccc(NC(=O)C3CCN(C(=O)C4CCCCC4)CC3)c2)c1)C1CCC1
[19] COC(=O)Nc1nc(C)c(C(=O)c2ccccc2)s1
[20] COCCNC(=O)C(c1ccc(F)cc1)N(Cc1ccco1)C(=O)CCC(=O)Nc1ccccn1 (stereo unspecified)
[21] COc1ccc(N2CCN(C(=O)NC3CC(=O)N(c4ccc(OC)cc4)C3)CC2)cc1 (stereo unspecified)
[22] CCOC(=O)C1=C(C)NC2=C(C(=O)CCC2)C1c1ccc(N(C)C)cc1 (stereo unspecified)
[23] CC(OC(=O)CCN=C1NS(=O)(=O)c2ccccc21)C(=O)Nc1ccc(F)c(F)c1F (stereo unspecified)
[24] CCCNC(=O)c1cc(S(=O)(=O)N2CCc3ccccc32)cn1C
Compound,17,18,19,20,21,22,23,24
UHRF1 binding,2,-2,4,4,5,-1,-2,-1
SIAE inh,-10,3,-9,7,3,5,5,3
mABHD4 FP,8,-7,-2,-7,2,1,5,1
NPR2 activator,3,-3,-4,-2,4,0,2,-20
PRMT1 FP inh,5,-1,2,0,0,3,-2,1
GC-A act,3,2,1,-2,1,-26,-3,-27
HTRA1 inh,-1,-2,-2,13,0,6,-3,1
TCR-CD3 inh,-4,6,-1,0,0,-9,1,1
rCAG RNA binder,-6,2,4,-1,-4,6,0,2
MBD2 inh,-3,-5,1,4,1,-1,-7,4

Copied from the list.
In UHRF1 binding, #20 is listed with 4
In MBD2 inh, #24 is listed with 4
In UHRF1 binding, #22 is listed with -1

(further entries)
[25] NS(=O)(=O)c1ccc(CCNC(=O)COC(=O)Cc2ccc(Cl)cc2)cc1
[26] CCCC(=O)N1CCN(c2ccc(NC(=O)c3ccc(Br)o3)cc2)CC1
[27] COc1ccc(Cc2nnc(SC(C)C(=O)Nc3ccc(F)cc3Cl)o2)cc1 (stereo unspecified)
[28] CCOC(=O)COc1ccc(N)cc1CC(NC(C)=O)(C(=O)OCC)C(=O)OCC
[29] O=C(CSc1nc2[nH]ncc2c(=O)[nH]1)NCc1ccccc1Cl
[30] CCN1C(=O)C(CC(=O)NC)N(NC(=O)c2ccccc2)C1=S (stereo unspecified)
[31] COC(=O)CCN(C(=O)c1cccc([N+](=O)[O-])c1)c1ccccn1
[32] O=S(=O)(c1cccc2nonc12)N1CCCCCC1
Compound,25,26,27,28,29,30,31,32
UHRF1 binding,1,0,3,4,-3,3,2,0
SIAE inh,-2,0,-3,1,-1,-1,-1,-1
mABHD4 FP,-5,-1,-10,-3,4,-9,3,-3
NPR2 activator,1,4,-2,2,6,5,1,-6
PRMT1 FP inh,-2,1,2,0,0,2,-1,-2
GC-A act,0,0,-4,-4,4,-3,4,0
HTRA1 inh,0,8,1,-2,5,7,-5,-8
TCR-CD3 inh,-5,-4,-13,8,-5,-6,0,4
rCAG RNA binder,1,-5,-3,-6,1,0,0,-3
MBD2 inh,1,-1,7,0,-1,5,-1,-3

As a short view, some entries already given:
[25] NS(=O)(=O)c1ccc(CCNC(=O)COC(=O)Cc2ccc(Cl)cc2)cc1
[26] CCCC(=O)N1CCN(c2ccc(NC(=O)c3ccc(Br)o3)cc2)CC1
[27] COc1ccc(Cc2nnc(SC(C)C(=O)Nc3ccc(F)cc3Cl)o2)cc1 (stereo unspecified)
[28] CCOC(=O)COc1ccc(N)cc1CC(NC(C)=O)(C(=O)OCC)C(=O)OCC
Compound,25,26,27,28
UHRF1 binding,1,0,3,4
SIAE inh,-2,0,-3,1
mABHD4 FP,-5,-1,-10,-3
NPR2 activator,1,4,-2,2
PRMT1 FP inh,-2,1,2,0
GC-A act,0,0,-4,-4
HTRA1 inh,0,8,1,-2
TCR-CD3 inh,-5,-4,-13,8
rCAG RNA binder,1,-5,-3,-6
MBD2 inh,1,-1,7,0

(listing goes on)
[33] Cc1ccccc1-c1nc2ccccc2o1
[34] Cc1onc(-c2c(F)cccc2Cl)c1C(=O)N1CCCc2ccccc21
[35] O=C(c1c(F)cccc1F)N1CCN(CCOc2ccccc2)CC1
[36] O=C(Cn1cnc2c(nnn2Cc2ccc(F)cc2)c1=O)N1CCCc2ccccc21
[37] Cc1ccc(N2CC(C(=O)OCC(=O)C(C)(C)C)CC2=O)cc1C (stereo unspecified)
[38] O=C1Nc2ccccc2SC1c1ccccc1 (stereo unspecified)
[39] COc1ccc(N2CCN(S(=O)(=O)/C=C/c3ccccc3)CC2)cc1
[40] CC(C)(C)NC(=O)C1c2ccccc2OCC(=O)N1Cc1ccccc1 (stereo unspecified)
Compound,33,34,35,36,37,38,39,40
UHRF1 binding,-1,3,0,2,1,-1,-1,11
SIAE inh,-2,2,-3,1,-2,-1,3,-3
mABHD4 FP,-5,3,5,-2,4,1,-4,5
NPR2 activator,-5,-4,-3,-3,-5,-2,-3,-12
PRMT1 FP inh,-2,1,2,2,1,0,-1,6
GC-A act,0,-1,3,1,3,1,-10,-12
HTRA1 inh,8,-7,2,3,-1,4,11,/
TCR-CD3 inh,8,7,-2,0,-3,1,2,-6
rCAG RNA binder,-2,-4,-8,-3,-9,-1,-4,1
MBD2 inh,-5,-6,2,1,-5,2,0,2

[41] O=C(C1COc2ccccc2O1)N1CCN(c2nc3c(F)cc(F)cc3s2)CC1 (stereo unspecified)
[42] Oc1ccc(O)c(-c2cnns2)c1
[43] COc1ccc(CN=C2NN=C(c3ccccc3)CS2)cc1
[44] CC(=O)NC(c1cccc([N+](=O)[O-])c1)c1c(OC(C)=O)ccc2ccccc12 (stereo unspecified)
[45] CCc1ccc(NC(=O)C(=O)NCCN2CCN(Cc3ccc([N+](=O)[O-])cc3)CC2)cc1
[46] CC1CCC2(CC1)NC(CO)(CO)CO2 (stereo unspecified)
[47] N=c1sccn1CC(=O)Nc1cc(S(=O)(=O)N2CCCCC2)ccc1Cl
[48] CSc1ccc(CNCCN2CCOCC2)cc1
Compound,41,42,43,44,45,46,47,48
UHRF1 binding,3,1,-5,2,1,-1,-4,-1
SIAE inh,5,4,6,-3,1,0,6,4
mABHD4 FP,-16,13,1,-3,4,6,2,1
NPR2 activator,-7,2,-1,4,-6,0,0,7
PRMT1 FP inh,0,15,6,4,2,1,-3,-3
GC-A act,0,-2,0,-1,2,1,-3,0
HTRA1 inh,-21,1,-13,-9,0,3,2,6
TCR-CD3 inh,-1,-7,-6,2,4,11,8,3
rCAG RNA binder,3,0,12,4,-3,0,1,1
MBD2 inh,7,1,-2,-5,-5,-7,-5,2

[49] COC(=O)c1sccc1NC(=O)C1C2C=CC(O2)C1C(=O)O (stereo unspecified)
[50] CC(NC(=O)c1cccnc1)C(c1cccs1)N1CCN(C)CC1 (stereo unspecified)
[51] COc1ccc(OC)c(NC(=O)CNC(=O)Cn2cnc3sc(C)cc3c2=O)c1
[52] Cn1cc(C(=O)Nc2ccc(Cl)cc2)c(C(F)(F)F)n1
[53] CC(C)(C)NC(=O)CN(Cc1cccs1)C(=O)CCN1CCc2ccccc21
[54] COC(=O)CN(c1ccc(Cl)cc1C)S(C)(=O)=O
[55] Cc1nc(-n2nnc3ccccc32)c2c3c(sc2n1)CCCC3
Compound,49,50,51,52,53,54,55
UHRF1 binding,10,-2,2,-1,-5,1,0
SIAE inh,-1,1,9,-4,0,-7,2
mABHD4 FP,-3,-2,5,2,-5,3,-2
NPR2 activator,0,-1,4,-2,-10,3,6
PRMT1 FP inh,9,-4,1,3,0,2,-2
GC-A act,2,1,-3,-7,-8,-1,-4
HTRA1 inh,2,6,4,2,0,-5,-10
TCR-CD3 inh,12,0,4,-7,1,2,-1
rCAG RNA binder,3,1,-2,-3,0,-1,0
MBD2 inh,4,1,1,4,1,3,5
